TLR9-MyD88 inh = inhibitors of human TLR9-MyD88 binding; CHO BLA complementation TLR9-MyD88, CCF4 FRET ratio; inhibition, % at 4.98 µM; 340,000 compounds, 0.21% hits; AID 504734;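 active means inhibition above the mean over all tested compounds plus 3 SD, cut at about 21% in these data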;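 further: 0% = DMSO only wells and 100% = clavulanate BLA inhibitor control wells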
NOD2 RIPK2 PPI = NOD2-RIPK2 protein interaction inhibition; CHO BLA complementation NOD2-RIPK2, CCF4 ratio; 360,000 compounds, 0.38% hits; O43353; inhibition, % at 4.98 µM; in the data active means inhibition above about 21%;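 further: 0% = vehicle only and 100% = reference blocker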
Target sequence (O43353 whole entry, looked up): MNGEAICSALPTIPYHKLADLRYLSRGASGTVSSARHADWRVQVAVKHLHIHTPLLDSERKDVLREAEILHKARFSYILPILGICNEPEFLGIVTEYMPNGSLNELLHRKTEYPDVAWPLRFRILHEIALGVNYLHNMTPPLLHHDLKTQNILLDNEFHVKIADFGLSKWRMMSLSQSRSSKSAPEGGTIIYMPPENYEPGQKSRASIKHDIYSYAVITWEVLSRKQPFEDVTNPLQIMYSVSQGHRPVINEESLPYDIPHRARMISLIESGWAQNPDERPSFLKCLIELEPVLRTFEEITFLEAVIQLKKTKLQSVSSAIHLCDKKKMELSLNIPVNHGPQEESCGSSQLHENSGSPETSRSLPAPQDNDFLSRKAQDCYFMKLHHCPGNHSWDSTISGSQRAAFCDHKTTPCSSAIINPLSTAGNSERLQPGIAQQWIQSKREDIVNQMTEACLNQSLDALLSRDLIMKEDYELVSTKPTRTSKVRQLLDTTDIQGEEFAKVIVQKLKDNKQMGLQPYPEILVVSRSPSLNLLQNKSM
ABCB6 inh 2 = blocks the human ABCB6 transporter. K562-ABCB6 porphyrin accumulation, flow cytometry, 1 h; active compounds read low. fluorescence ratio to DMSO, % at 10 µM. Q9NP58. 360,000 compounds, 0.19% hits;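 active means fluorescence ratio to DMSO below 75%, the collection mean minus 3 SD; inconclusive means too few cells collected in the well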;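 further: signal is porphyrin accumulated inside mitochondria; 100% equals median channel fluorescence of DMSO control wells; lower ratio means ABCB6 inhibition with less porphyrin fluorescence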
Granule exo inh = blocks lytic granule exocytosis; inhibition, % at 10 µM; TALL-104 LAMP-1 surface exposure, flow cytometry; cells stimulated with thapsigargin and PMA; 360,000 compounds, 0.66% hits;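 active means inhibition above about 55%, limit read from the data; inconclusive means no clear call, values can overlap the other calls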
MC4R antag cAMP = antagonists of human melanocortin 4 receptor (MC4R). P32245. MC4R-expressing cells, MTII-stimulated cAMP, LANCE TR-FRET. inhibition, % at 6.5 µM. 360,000 compounds, 0.48% hits;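 active means inhibition above its plate's cutoff, the mean of tested wells on that plate plus 3 SD, cut at about 29% in these data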;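 further: 0% = Melanotan II alone and 100% = Melanotan II plus saturating MCL0020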
Target sequence (P32245 whole entry, looked up): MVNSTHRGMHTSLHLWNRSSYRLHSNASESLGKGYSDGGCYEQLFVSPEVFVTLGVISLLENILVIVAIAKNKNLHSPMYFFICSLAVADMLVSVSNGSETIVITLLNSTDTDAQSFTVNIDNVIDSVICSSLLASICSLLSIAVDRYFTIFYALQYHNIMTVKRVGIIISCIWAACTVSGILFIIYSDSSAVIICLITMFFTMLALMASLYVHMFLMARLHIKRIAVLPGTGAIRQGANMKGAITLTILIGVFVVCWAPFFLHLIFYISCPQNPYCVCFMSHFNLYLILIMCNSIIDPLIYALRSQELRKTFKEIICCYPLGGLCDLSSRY
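Material – human MC4R-expressing U2OS cells · Repeats – no replicates · Detection – TR-FRET with Eu-cAMP and labeled anti-cAMP, 671 nm · Times – compound 30 min, challenge 1 h, detection 1 h · Compound – single nominal compound dose of 6.5 µM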
aDG glyco up = increases alpha dystroglycan glycosylation; Pro5-aDG cells, alpha-DG glycosylation AlphaScreen (IIH6); 0% Pro5, 100% B10-LARGE cell signal; activation, % at 10 µM; 360,000 compounds, 0.22% hits;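 active means activation of at least 8% versus controls, or a plate z-score of at least 8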;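 further: Pro5 are CHO cells carrying HIG-tagged alpha-DG that lacks glycosylation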
Vif imaging = HIV Vif inhibition; HEK293T cells, Vif self-association by quenched fluorescence, imaging, 24 h; inhibition, % at 7.49 µM; 340,000 compounds, 0.35% hits; AID 602346; in the data active means inhibition above about 50%, passing the limit was not always enough; inconclusive means no clear call, values can overlap the other calls; inactive means below about 31%; further: some results filed as inactive read as strong as hits
ABHD5 PLIN5 PPI = ABHD5-PLIN5 protein interaction inhibition | Split G. princeps luciferase complementation, luminescence, 4 h | inhibition, % at 4 µM | Q00G26+Q8WTS1 | 360,000 compounds, 0.78% hits;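 active means inhibition above the mean inhibition across every tested compound plus 3 SD, cut at about 22% in these data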;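 further: 0% = DMSO only wells and the 100% control is not disclosed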
MC4R ag barr = agonists of human melanocortin 4 receptor (MC4R) beta-arrestin; P32245; U2OS MC4R beta-arrestin complementation, luminescence; percent of melanotan II response, DMSO zero; activation, % at 8.9 µM; 360,000 compounds, 0.98% hits;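 active means activation above a per-plate cutoff, the mean activation of sample wells on that plate plus 3 SD, cut at about 8% in these data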
Glyco luc inh = N-linked glycosylation inhibition | D54 ERlucT glycosylation luciferase reporter, 24 h; percent of 100 nM tunicamycin response | reporter increase, % at 12.5 µM | 360,000 compounds, 0.23% hits | AID 588692;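 active means mean luciferase reporter signal, scaled so untreated is 0 and the glycosylation-blocking control 100, at or above a set limit in every replicate; inconclusive means mean reaches the limit but not every replicate does; inactive means mean below the limit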;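 further: luciferase carries N-glycosylation sites so blocking glycosylation raises the light; 0% = median of neutral control wells and 100% = median of 100 nM tunicamycin wells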
* marks the source's active call; other numbers are inactive results; ? = inconclusive; . = not tested or not shown.

SMILES	TLR9-MyD88 inh	NOD2 RIPK2 PPI	ABCB6 inh 2	Granule exo inh	MC4R antag cAMP	aDG glyco up	Vif imaging	ABHD5 PLIN5 PPI	MC4R ag barr	Glyco luc inh
COCCN(C(=O)CSc1nc2ccc(Cl)cc2[nH]1)c1c(N)n(Cc2ccccc2)c(=O)[nH]c1=O	-3.4	2.0	100.0	-0.5	-0.2	0.1	-0.9	-7.7	-2.5	0.8
Cn1c(=O)c(=O)n(C)c2cc(S(=O)(=O)N3CCCCC3)ccc21	-2.7	-4.3	89.0	-1.9	3.5	-0.1	13.8	-1.1	-1.3	2.1
Cc1cc(C)c(NC(=O)CNC(=O)CN(C)Cc2ccc(Br)s2)c(C)c1	-3.9	-0.5	94.0	12.1	3.1	0.5	-11.2	0.8	-0.6	0.8
COc1cc(CNC(=O)c2nc(Cn3nc(C)c(Br)c3C)no2)cc(OC)c1	7.0	6.2	99.0	-11.3	-4.2	0.0	1.5	3.6	-1.8	-1.8
COc1ccc(-c2nc(C#N)c(NCCCN3CCOCC3)o2)cc1	13.1	-6.2	100.0	-1.4	-4.5	-0.1	7.7	7.5	0.3	-1.1
Cc1ccc(C(=O)O)cc1NC(=S)NC(=O)C(c1ccccc1)c1ccccc1	-2.9	-12.4	99.0	-2.2	8.9	0.1	.	5.5	-1.8	3.5
CC(=O)Nc1sc(C)c(C)c1C(=O)OCC(=O)NCc1ccc(Cl)cc1	7.0	-5.9	99.0	-2.2	14.3	-0.1	-1.6	-1.0	-3.3	2.6
Cc1ccc(NC(=O)Nc2cnc3ccccc3c2)cc1	-1.1	-7.6	93.0	3.7	12.2	0.3	-1.9	-4.7	-2.3	-7.4
CC(C)CCC[C@@H](C)[C@H]1CC[C@H]2[C@@H]3C(=O)C=C4C[C@@H](O)CC[C@]4(C)[C@H]3CC[C@]12C	-12.5	-12.7	102.0	2.7	7.2	0.0	-1.4	-1.5	-0.6	-0.2
O=C1c2ccccc2C(c2nnnn2-c2ccc3c(c2)OCCO3)N1CCc1ccccc1F (stereo unspecified)	.	-4.3	96.0	-5.2	.	0.4	.	1.0	.	.
COC(=O)c1cc(-c2ccccc2)sc1N	0.8	3.3	88.0	1.0	2.1	-0.1	0.0	-3.1	-1.8	-2.0
O=C(NCc1ccccn1)c1ccc2nc(C3CCCCC3)oc2c1	-3.8	-5.1	105.0	?	2.8	-0.4	-12.5	8.8	0.3	-2.9
COc1ccc(C2C(C(=O)NCCN(C)C)c3ccccc3C(=O)N2C)cc1OC (stereo unspecified)	-15.7	-10.2	102.0	-1.8	-2.2	0.1	9.6	0.9	-0.2	-1.9
C#CCOCCOCCOCCNc1nc(N2CCOCC2)nc(N2CCN(C(=O)CCCCCCCCCCNC(=O)[C@H](CO)n3cc(CCCCCN)nn3)CC2)n1	-7.1	-2.3	106.0	-1.6	0.4	-0.2	-0.8	4.0	-1.0	-2.6
CCc1nc2c(OCC=C(C)C)cccn2c1N(C)C(=O)c1ccccc1F	.	11.5	100.0	-6.9	3.1	-0.2	5.3	-1.4	-1.6	3.6
CCOC(=O)c1cc(NC(=O)c2ccccc2)c(=O)oc1-c1ccccc1	-0.4	-4.0	98.0	-3.5	-10.4	-0.2	0.8	6.7	3.2	0.3
CCOC(=O)N1CCN(C(=O)C2CCN(S(=O)(=O)c3ccc(OC)cc3)CC2)CC1	6.9	0.3	94.0	-3.5	0.5	-0.2	-0.9	2.4	-3.1	-1.0
O=C(O)CC/C(=N/NC(=O)c1cccs1)c1ccccc1	4.8	-1.6	99.0	0.9	-6.0	0.0	8.0	-0.6	2.9	-3.1
CCOC(=O)N1CCC(N2C(=O)c3ccccc3C2Nc2ccc(S(=O)(=O)N3CCOCC3)cc2)CC1 (stereo unspecified)	0.5	-5.1	108.0	-3.2	9.1	4.5	20.1	2.7	0.3	-0.9
COc1cccc(CC(=O)Nc2nc3ccccc3[nH]2)c1	-5.1	2.5	104.0	-1.5	-0.1	-0.2	-4.9	4.1	1.0	1.3
O=C(O)Cc1ccc(C(=O)c2ccccc2)s1	-1.6	-8.4	115.0	0.5	21.1	0.0	.	2.2	-0.7	1.4
CC(NC(=O)Nc1cccc(F)c1)c1ccc2c(c1)OCO2 (stereo unspecified)	0.7	-17.9	99.0	?	5.3	0.0	-7.8	-0.1	0.5	-0.8
COC(=O)Nc1ccc(S(=O)(=O)N2CCCc3ccccc32)cc1	-2.5	10.6	101.0	1.9	-23.7	-0.1	-5.5	-1.1	0.5	18.4
Cn1ccc(C(=O)OCC(=O)Nc2cccc(Cl)c2)n1	0.3	6.3	103.0	4.3	-2.7	0.1	1.7	5.6	0.2	2.0
COc1ccc(NS(=O)(=O)c2cccc(C(=O)NN=Cc3ccc(OC)cc3OC)c2)cc1	-7.7	5.1	94.0	7.3	-33.0	0.0	27.5	-1.2	0.5	-0.5
O=C(CCS(=O)(=O)c1ccccc1)N1CCOCC1	-3.6	-11.0	96.0	-4.3	0.9	0.2	4.5	-1.7	-0.1	-3.1
COc1cccc(CNc2ccc(F)c(Cl)c2)c1	-4.5	-12.0	94.0	12.4	-8.1	0.0	1.5	-5.9	2.1	-1.6
CC(Oc1cccc(Cl)c1)C(=O)N1CCCN(C)CC1 (stereo unspecified)	-4.8	0.2	99.0	-6.8	1.9	0.2	.	5.5	-3.0	1.0
CC(C)c1nc(CNC(=O)C2CCC(=O)N(Cc3ccc(Cl)cc3)C2)no1 (stereo unspecified)	-2.6	-8.5	103.0	0.7	1.8	-0.1	-1.4	-8.1	-2.4	2.9
Cc1cccc(-n2c(C)cc(/C=C3\C(=N)N4N=C(CC(C)C)SC4=NC3=O)c2C)c1	-13.8	-7.3	100.0	0.0	21.0	-0.1	-0.1	-0.4	-1.9	0.9
CC(NC(=O)CN(C)Cc1cccs1)c1ccccc1 (stereo unspecified)	-3.9	4.8	97.0	-2.0	17.2	-0.2	15.9	3.7	1.3	-1.7
COC(=O)c1sc(S(=O)(=O)Oc2ccccc2NC(C)=O)c(C(=O)OC)c1C	-5.7	3.1	98.0	-0.8	13.1	0.3	-3.7	1.0	-1.4	0.6
CCn1c2ccccc2c2cc(CN3CCN(S(C)(=O)=O)CC3)ccc21	2.3	-6.0	94.0	-0.5	6.6	0.4	-5.9	17.8	-3.0	-5.1
CN(NC1OC(=O)c2ccccc21)c1ccccc1[N+](=O)[O-] (stereo unspecified)	-4.7	-6.9	98.0	2.1	-0.8	-0.1	7.2	-1.0	-2.3	-0.1
C=CCNC(=S)N/N=C(\C)c1cccnc1	2.4	2.2	105.0	0.4	0.3	0.4	1.7	-5.2	-0.3	2.4
COc1ccc(C2CC(c3ccccc3Br)=NN2c2ccc(S(N)(=O)=O)cc2)cc1 (stereo unspecified)	-42.8	-11.9	98.0	2.2	8.0	-0.1	6.6	-10.5	3.6	-1.3
CC(C)C(=O)NS(=O)(=O)c1ccc(NS(C)(=O)=O)cc1	6.8	-15.9	97.0	4.1	-1.7	0.0	-1.9	-0.1	3.0	0.7
COc1ccccc1N1CCN(C2CCN(C(=O)COc3ccccc3)CC2)CC1	3.7	4.3	97.0	-1.7	-3.4	0.0	-8.6	-8.2	-3.1	-1.8
CCOc1ccc(S(=O)(=O)N2CCN(S(=O)(=O)c3ccc(C(C)=O)cc3)CC2)cc1	12.8	-5.5	96.0	-3.5	5.6	0.0	?	-1.2	-1.6	-1.5
C=CCn1c(SCC(=O)Nc2ccc(C(=O)O)cc2)nnc1-c1cccnc1	-1.6	-8.1	96.0	2.7	18.2	-0.1	-9.9	-6.3	-3.4	-0.3
CCCCNC(=O)c1nc2ncc(Br)cn2n1	1.0	-12.5	96.0	1.2	3.8	-0.3	-2.6	0.4	-1.4	1.8
CCCCN(C)C1CCN(C(=S)Nc2ccc(OCC)cc2)CC1	2.5	11.1	95.0	0.0	-1.9	0.0	-12.0	-8.4	-1.1	1.0
Cc1csc(=O)n1CCC(=O)OCC(=O)c1ccc(Br)cc1	-8.5	-4.1	97.0	-6.4	18.0	0.0	-9.1	-8.9	-1.3	2.6
O=C(O)C1CCN(S(=O)(=O)c2ccc(Oc3ccccc3)cc2)CC1	1.7	-0.2	103.0	0.3	7.2	0.0	-9.8	-4.8	0.0	1.8
O=C(Cc1ccccc1)NC(NCCCN1CCOCC1)(C(F)(F)F)C(F)(F)F	-0.3	-9.8	99.0	1.7	4.1	0.8	0.4	4.3	-1.8	-0.7
COc1ccc(C(=O)c2[nH]c(N)c(C(=O)NCCc3c[nH]c4ccccc34)c2-c2c(F)cccc2Cl)cc1	.	1.1	122.0	10.2	.	-0.5	.	-9.0	.	.
Cc1ccc(S(=O)(=O)N2CCC(C(=O)NCc3ccncc3)CC2)cc1	-2.5	-6.2	89.0	0.4	-9.8	0.1	-2.4	-2.9	-1.1	0.1
Cc1ccc(O)c(NC(=O)CCCC(=O)O)c1	-0.8	-3.9	102.0	2.1	6.0	-0.1	9.4	1.4	-1.6	-1.8
Cc1cc(=O)[nH]c(SCC(=O)Nc2ccccc2[N+](=O)[O-])n1	-5.1	-3.1	96.0	2.8	3.9	-0.1	8.1	-1.4	-0.1	1.9
O=c1[nH]c2ccccc2c(O)c1SCCO	-6.4	-19.7	91.0	9.7	-0.9	0.0	4.0	1.9	0.5	2.0

(continued)
SMILES	TLR9-MyD88 inh	NOD2 RIPK2 PPI	ABCB6 inh 2	Granule exo inh	MC4R antag cAMP	aDG glyco up	Vif imaging	ABHD5 PLIN5 PPI	MC4R ag barr	Glyco luc inh
CC1CCCN(S(=O)(=O)c2cccc3nonc23)C1 (stereo unspecified)	-16.7	-0.9	102.0	-0.1	4.8	-0.2	-1.7	-1.9	-5.1	0.8
CC(C)CNC(=O)C1CCCN(S(=O)(=O)c2ccc(-n3cnnn3)cc2)C1 (stereo unspecified)	0.6	8.4	91.0	-0.5	8.3	-0.1	8.8	1.7	-1.2	2.6
Cc1noc(C)c1COC(=O)c1ccc(F)c(S(=O)(=O)N2CCCCC2)c1	2.5	0.1	99.0	-3.0	6.4	0.7	-9.2	0.1	-0.2	-5.2
CC(C)C[C@H]1CN=C(Nc2ccccc2)N1CCc1ccc(F)cc1	4.9	-2.4	97.0	0.2	-3.5	0.2	3.8	4.7	0.5	13.1
COc1ccc(N2CCN(C(=S)Nc3ccc(F)cc3)CC2)cc1	-1.3	-16.6	97.0	-9.5	2.9	0.5	2.6	8.5	2.2	-1.8
CCOC(=O)c1ccc(NC(=O)c2nn(CC)cc2Br)cc1	7.1	8.7	99.0	0.3	-3.8	0.3	0.8	-3.8	0.6	-1.8
CCCCc1c(-c2ccccc2)ncn1CCc1ccccc1OC	.	8.4	122.0	17.0	.	0.4	.	-4.3	.	.

Copied from above (2 entries):
SMILES	TLR9-MyD88 inh	NOD2 RIPK2 PPI	ABCB6 inh 2	Granule exo inh	MC4R antag cAMP	aDG glyco up	Vif imaging	ABHD5 PLIN5 PPI	MC4R ag barr	Glyco luc inh
CCOC(=O)c1ccc(NC(=O)c2nn(CC)cc2Br)cc1	7.1	8.7	99.0	0.3	-3.8	0.3	0.8	-3.8	0.6	-1.8
CCCCc1c(-c2ccccc2)ncn1CCc1ccccc1OC	.	8.4	122.0	17.0	.	0.4	.	-4.3	.	.

Source: PubChem (several laboratories)

Not all compounds are listed (hit frequency here may not be typical).
